Anesthetic bind: qHTS Assay for Identification of Novel General Anesthetics. Ferritin light chain (Equus caballus), P02791. apoferritin/1-aminoanthracene competitive binding, fluorescence. Potency, µM (top dose mostly 77.5 µM), for the others: at the highest dose activity change, negative = displacement, hits mostly inhibitors. hit rate 0.074% among 350,000. AID 485281, 2010; also: potency is read from the fitted curve at half-maximal effect; % is scaled to controls: 0 for no effect and ±100 for the full control effect; nearly all actives have a fitted effect of over 20% in size
Target sequence (P02791 2-175 limits assumed): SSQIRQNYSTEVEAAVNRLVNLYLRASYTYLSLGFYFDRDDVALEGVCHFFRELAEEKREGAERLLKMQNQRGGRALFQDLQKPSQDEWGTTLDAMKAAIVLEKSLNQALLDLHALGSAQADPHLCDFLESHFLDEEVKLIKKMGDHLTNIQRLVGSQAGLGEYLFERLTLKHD
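Steps: apoferritin (10 uM) was premixed with half-saturated 1-AMA in PBS, compounds were pin-transferred, plates stood 10 min at room temperature, fluorescence was read at 380/535 nm, and curves were fitted with a Hill equation.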
ALOX12 inh: Primary qHTS assay for inhibitors of human arachidonate 12S-lipoxygenase (ALOX12): Round 2. Polyunsaturated fatty acid lipoxygenase ALOX12 (Homo sapiens), P18054. purified 12hLO, xylenol orange hydroperoxide absorbance. Potency, µM (doses to about 108 µM), for the others: at the top dose activity change, negative = inhibition, most hits filed as inhibitors. hit rate 1.1% among 580,000. AID 1671190, 2021; also: potency is read from the fitted curve at half-maximal effect; % is scaled to controls: 0 for no effect and ±100 for the full control effect
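Purified human 12hLO at 150 nM in 25 mM Hepes, 0.01% Triton X-100, pH 7.0, preincubated 15 min at room temperature with compound. Reaction started with 40 uM arachidonic acid, 30 min at room temperature. Hydroperoxide measured by Fe-xylenol orange, 573/405 nm absorbance ratio.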
Pol kappa inh: qHTS for Inhibitors of Polymerase Kappa; hit rate 0.53% among 400,000; AID 588579, 2011; purified Pol kappa, fluorescent DNA synthesis assay, 10 min; Potency, µM (series often up to 107 µM), for inactives: top-dose activity, negative = inhibition, usual class: inhibitors; also: potency is read from the fitted curve at half-maximal effect; % is scaled to controls: 0 for no effect and ±100 for the full control effect
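Enzyme at 10 nM met test compounds for 15 min at room temperature. Substrate addition (50 nM final) began the reaction, which was monitored by fluorescence at 0 and 10 min.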
POLI inh: qHTS for Inhibitors of Polymerase Iota. DNA polymerase iota (Homo sapiens), Q9UNA4. Pol iota fluorescent replication assay, 10 min. Potency, µM (top dose mostly 115 µM), inactives show top-dose activity, negative = inhibition, hits mostly inhibitors. hit rate 1% among 390,000. AID 588590, 2011; also: potency is read from the fitted curve at half-maximal effect
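Pol iota at 10 nM preincubated 15 min with compounds at room temperature; reaction started with fluorescent substrate, 50 nM final. Fluorescence read kinetically at 0 and 10 min; buffer-only wells as negative control.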
Pol beta inh: qHTS Assay for Inhibitors of DNA Polymerase Beta; P06746; Pol beta primer extension/strand displacement, fluorescence kinetic; Potency, µM (titrated, usually from 114 µM), for the others: at the highest dose activity change, negative = inhibition, usual class: inhibitors; hit rate 1.3% among 340,000; AID 485314, 2010; also: potency is read from the fitted curve at half-maximal effect; % is scaled to controls: 0 for no effect and ±100 for the full control effect
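Homogeneous kinetic assay of primer extension and strand displacement by 10 nM Pol beta, preincubated 15 min at room temperature with compound before 50 nM substrate (final) was added. Read at 0 and 10 min; four-parameter Hill fit.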
APEX1 inh: qHTS Assay for Inhibitors of the Human Apurinic/apyrimidinic Endonuclease 1 (APE1); Potency, µM (titrated, usually from 65.8 µM), inactives show top-dose activity change, negative = inhibition, actives largely listed as inhibitors; recombinant APE1, TAMRA/BHQ-2 abasic DNA cleavage fluorescence; DNA repair nuclease/redox regulator APEX1 (Homo sapiens), P27695; hit rate 0.35% among 350,000;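 also: potency is read from the fitted curve at half-maximal effect; plate controls were vehicle for no effect and reference inhibitor for full effect; nearly all actives have a fitted effect of over 55% in size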
Target sequence (P27695 whole entry, looked up): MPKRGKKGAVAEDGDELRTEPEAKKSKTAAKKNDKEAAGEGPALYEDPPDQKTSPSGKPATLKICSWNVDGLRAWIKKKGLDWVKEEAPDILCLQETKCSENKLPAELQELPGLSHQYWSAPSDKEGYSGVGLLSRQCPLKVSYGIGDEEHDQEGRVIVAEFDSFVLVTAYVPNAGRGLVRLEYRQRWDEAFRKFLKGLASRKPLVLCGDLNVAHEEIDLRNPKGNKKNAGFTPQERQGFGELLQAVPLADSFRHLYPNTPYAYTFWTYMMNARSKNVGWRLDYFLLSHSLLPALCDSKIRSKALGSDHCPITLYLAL
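Readout is kinetic fluorescence (ex 525, em 598 nm) from cleavage of 50 nM TAMRA/BHQ-2 THF abasic duplex by 0.75 nM APE1, compound added 15 min beforehand at RT.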
ERG-DNA inh: qHTS for Small Molecule Inhibitors of the ERG Ets/DNA interaction; Potency, µM (titrated, usually from 76.9 µM), inactives show at the top dose FP activity, negative = inhibition, most hits filed as inhibitors; fluorescence polarization, His-ERG Ets domain / labelled DNA; AID 624246, 2012; Transcriptional regulator ERG (Homo sapiens), P11308; hit rate 0.028% among 370,000; active = well fitted inhibition curve with a large enough effect in the polarisation, with a control signal flat; inconclusive = small, poorly fitted or top-dose-only effect, or effect the other way, or a change in a side signal; inactive = no such curve, though single readings can be large or run the other way; the % refers to the polarisation;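 also: polarization taken with two DNA probes labelled with fluorescein and Texas red; potency is read from the fitted curve at half-maximal effect; % of control where 0% means no effect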
Target sequence (P11308 whole entry, looked up, the tested form may be a part): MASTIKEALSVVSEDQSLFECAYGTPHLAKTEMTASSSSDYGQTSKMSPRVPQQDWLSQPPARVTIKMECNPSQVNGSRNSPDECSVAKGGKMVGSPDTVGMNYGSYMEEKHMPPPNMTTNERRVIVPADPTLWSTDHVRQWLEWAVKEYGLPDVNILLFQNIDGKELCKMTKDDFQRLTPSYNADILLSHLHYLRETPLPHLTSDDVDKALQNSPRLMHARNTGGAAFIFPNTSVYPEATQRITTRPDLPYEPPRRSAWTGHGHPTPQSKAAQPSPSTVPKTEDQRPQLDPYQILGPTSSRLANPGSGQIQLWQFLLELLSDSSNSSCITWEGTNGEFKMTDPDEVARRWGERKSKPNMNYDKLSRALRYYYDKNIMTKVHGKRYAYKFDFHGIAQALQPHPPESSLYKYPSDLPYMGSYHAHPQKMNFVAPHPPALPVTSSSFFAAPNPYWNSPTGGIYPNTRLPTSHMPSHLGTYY
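His-tagged ERG Ets domain (1 uM in the protein solution; 300mM KCl, 50mM Tris-HCl, 1mM EDTA, 1mM DTT, pH 7.5) received compound, then a probe mix of 5 nM fluorescein-DNA and 100nM Texas-615-DNA. Fluorescence polarization was read for both dyes.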
TRHR ag: qHTS for Small Molecule Agonists and Allosteric Enhancers of Human TRH Receptor: Primary Screen for Agonists | TRHR cells, calcium flux fluo-8, FDSS agonist mode | activation, % at 2 µM | hit rate 0.18% among 360,000; in the data active = activation above about 30%; also: 0% is about no effect
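Fluo-8-loaded TRHR cells; 10 s baseline, compound added, kinetic Ca2+ fluorescence read 1/s, agonist mode.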
BLM helicase inh: qHTS Assay for Inhibitors of Bloom's syndrome helicase (BLM) | RecQ-like DNA helicase BLM (Homo sapiens), P54132 | recombinant BLM DNA unwinding, fluorescence dequenching | Potency, µM (series often up to 56.1 µM), without a hit: top-dose activity change, negative = inhibition, most hits filed as inhibitors | hit rate 0.2% among 350,000;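 also: potency is read from the fitted curve at half-maximal effect; plate controls were vehicle for no effect and no enzyme for full effect; nearly all actives have a fitted effect of over 35% in size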
* = called active by the depositor; ? = inconclusive; . = not tested or not shown; & = joins results of further samples; [ ] = another dose, or the depositor's remark. Unless noted, calls follow the shape of the dose curve; as a rule, active = well fitted curve in the direction sought with a large enough effect; inconclusive = small, poorly fitted or top-dose-only effect, or another doubt; inactive = no such curve, though single readings can be large; an effect the other way counts as inactive or inconclusive. These rows are one share of the data; rates above refer to the full screens.

SMILES,Anesthetic bind,ALOX12 inh,Pol kappa inh,POLI inh,Pol beta inh,APEX1 inh,ERG-DNA inh,TRHR ag,BLM helicase inh
O=C(CS(=O)c1ccc(Br)cc1)N1CCOCC1 (stereo not drawn),49%[activator],9%,-11%,-8%,13%,24%,-3%,0.6,-3%
COc1ccc(CCNC(=O)Cn2cnc3ccccc3c2=O)cc1OC,1%,12%,-13%,7%,6%,0%,-12%,-0.2,-6%
CC(C)C(NC(=O)c1ccccc1)c1nnc(SCC(=O)NC2CCCC2)n1C (stereo not drawn),6%,1%,-1%,-18%,71%,0%,7%,-1.1,1%
Nc1nc(=O)n(C2OC(CO)C(O)C2O)cc1Cl (stereo not drawn),3%,.,-2%[60.1 µM],.,.,-1%,.,.,3%
CCCC(c1nnnn1Cc1cccs1)N1CCN(C2CCCC2)CC1 (stereo not drawn),3%,?,-11%,-7%,-19%,-1%,-2%,0.2,1%
CNC(=S)NNC(=O)c1cn(C)nc1C,-4%,-2%,-2%,-19%,-4%,2%,-13%,1.7,1%
CC(=O)CC(=O)Nc1ccn(-c2ccccc2)n1,-4%,363%[activator],-4%,-2%,9%,-1%,-3%,0.1,-1%
CCC1CCCCN1S(=O)(=O)c1ccc2[nH]c(=O)ccc2c1 (stereo not drawn),?,-8%,-24%,?,35µM*,?,-3%,-0.9,-4%
CC(=O)N1CCc2cc(S(=O)(=O)NCC(=O)NCc3ccc(Cl)cc3)ccc21,-5%,-10%,4%,13%,-9%,17%,9%,0.1,1%
O=[N+]([O-])c1ccc(O)c(N=Cc2sc3ccccc3c2O)c1,-14%,5%,-16%,?,-4%,?,73%[activator],17,-20%

Just Pol kappa inh and Anesthetic bind, for some of the entries so far:
compound	Pol kappa inh	Anesthetic bind
CCCC(c1nnnn1Cc1cccs1)N1CCN(C2CCCC2)CC1 (stereo not drawn)	-11%	3%
CNC(=S)NNC(=O)c1cn(C)nc1C	-2%	-4%

Carrying on.
SMILES,Anesthetic bind,ALOX12 inh,Pol kappa inh,POLI inh,Pol beta inh,APEX1 inh,ERG-DNA inh,TRHR ag,BLM helicase inh
O=C(Nc1nc2c(F)cc(F)cc2s1)c1ccc2c(c1)OCCO2,-19%,-29%,2%[60.1 µM],27%,3%,4%,-4%,0.3,-3%
COc1ccc(Cl)cc1N1C(=O)C2CCCN2C1c1ccc(F)cc1 (stereo not drawn),-4%,15%,-8%,1%,11%,-7%,16%,0.7,-1%
COC(=O)c1cc(S(=O)(=O)Nc2ccsc2C(=O)OC)oc1C,4%,39%[activator],-18%,-8%,-9%,-4%,-7%,-0.1,2%
O=C(CN1CCOCC1)Nc1cc(C(F)(F)F)ccc1Cl,-11%,-3%,-11%,72%[activator],42%[activator],8%,-2%,-1.6,-6%
CCN=C1S/C(=C\c2cn(CC(=O)NCCOC)c3ccccc23)C(=O)N1CC,-12%,-15%,-6%,45%[activator],45%[activator],15%,-4%,-1.1,-6%
Cc1c(Cl)cccc1NC(=O)Cn1c(=O)n(Cc2nc(-c3ccccc3)no2)c(=O)c2cc3c(cc21)OCO3,30%,-16%,-17%,21%,4%,.,-8%,-0.6,-10%
Nc1cc(OC(=O)c2cccs2)nn1S(=O)(=O)c1ccc(F)cc1,?,15%,-7%,?,19%,0%,-4%,-1.1,-2%
CC(Cc1nnc(SCC(=O)O)n1N)c1ccccc1 (stereo not drawn),-10%,-21%,0%,62%[activator],44%,3%,-4%,-2.3,-1%
CSc1nnc2ccc(-c3ccccn3)nn12,-3%,24%,2%,11%,28%,4%,-3%,-0.3,-4%
Cc1nc2cc(-c3cccs3)nn2c(NCC(C)(C)CN(C)C)c1C,-2%,0%,-12%,0%,0%,7%,2%,-2.1,1%

Continuation:
SMILES,Anesthetic bind,ALOX12 inh,Pol kappa inh,POLI inh,Pol beta inh,APEX1 inh,ERG-DNA inh,TRHR ag,BLM helicase inh
COc1ccc(Cn2c(=S)[nH]c3ccsc3c2=O)cc1,3%,-8%,-3%,117%[activator],-27%,-4%,-2%,0.3,1%
COc1ccc(-n2nc(C(=O)N3CCCCC3)c(C)c(C#N)c2=O)cc1,-14%,-11%,-7%,30%,1%,-2%,-12%,-0.6,-3%
NC(=S)N/N=C/c1ccc(-n2nncc2-c2ccc(Cl)cc2)cc1,3%,.,-7%,?,3%,58%[activator],8%,-1.8,-7%
O=C1CC(c2ccco2)CC(O)=C1C=NCCN1CCNCC1 (stereo not drawn),2%,0%,-6%,23%,17%,-3%,3%,0.9,-3%
CC(C)c1cc(-c2nc(-c3cccc(Cl)c3)no2)n[nH]1,?,?,-7%,1%,5%,.,5%,0.4,-8%
Cc1ccc(NC(=O)CN2C(=O)CC(c3ccc(F)cc3)=Nc3ccccc32)cc1F,1%,-10%,-4%,-4%,7%,.,-3%,1.6,-2%
CCOc1ccc(NC(=O)CN(C)C(=O)Cc2n[nH]c(=O)c3ccccc23)cc1OCC,.,-5%,-5%,-15%,.,-1%,12%,0.9,.
COc1ccc(-c2cc(C)no2)cc1S(=O)(=O)NC(C)C,-3%,-15%,-4%,-6%,21%,.,-8%,0.2,0%
COc1ccc(/C=C/C(=O)NC2CCCCCC2)cc1S(=O)(=O)N1CCOCC1,-4%,-5%,-2%,70%[activator],12%,16%,-5%,0.2,-2%
COc1ccc(-c2csc(NCCc3nc4cc(Cl)c(N5CCCCC5)cc4n3CCOCCO)n2)cc1,.,6%,0%,95%[activator],.,.,-3%,.,.

Marked active in Pol beta inh, of those listed so far:
SMILES,Anesthetic bind,ALOX12 inh,Pol kappa inh,POLI inh,Pol beta inh,APEX1 inh,ERG-DNA inh,TRHR ag,BLM helicase inh
CCC1CCCCN1S(=O)(=O)c1ccc2[nH]c(=O)ccc2c1 (stereo not drawn),?,-8%,-24%,?,35µM*,?,-3%,-0.9,-4%

New compounds follow.
SMILES,Anesthetic bind,ALOX12 inh,Pol kappa inh,POLI inh,Pol beta inh,APEX1 inh,ERG-DNA inh,TRHR ag,BLM helicase inh
Cc1ccc(CCNC(=O)c2nnn(-c3cccc(C)c3)c2N)cc1,?,0%,-14%,33%[activator],3%,7%,-9%,-0.8,-8%
NC(=O)COC(=O)c1cc([N+](=O)[O-])ccc1NCCO,5%,2%,2%,35%[activator],29%,5%,7%,-0.7,1%
COC(=O)c1cc(C#N)c(OC)nc1C,-3%,-11%,3%,82%[activator],7%,-4%,-2%,0.8,2%
COc1ccc(-n2c(=O)c(C)nc3cnc(N(C)C)nc32)cc1,.,221%[activator],9%[60.1 µM],.,.,0%,.,.,1%
CCOC(=O)C1CCN(CCC(=O)Nc2cccc(C)c2)CC1,0%,0%,2%,62%[activator],14%,1%,-6%,-0.6,5%
O=C(c1sc2ccccc2c1Cl)N(Cc1ccccc1Cl)C1CCS(=O)(=O)C1 (stereo not drawn),-9%,10%,-11%,-6%,1%,-5%,2%,0.7,-6%
COc1ccc(-c2cc(C(=O)OCC(=O)N3CCOCC3)c3ccccc3n2)cc1,.,-28%,-12%,17%,.,-12%,7%,.,.
CC(=O)Nc1ccc(S(=O)(=O)Nc2ccc(N3CCCCC3)cc2)cc1,.,28%,-7%,23%,.,18%,10%,.,.
CCCc1nc(C(C)(C)O)c(C(=O)OCc2oc(=O)oc2C)n1Cc1ccc(-c2ccccc2-c2nn[nH]n2)cc1,-8%,.,-1%[60.1 µM],.,.,-8%,.,.,32%[activator]
Cc1ccccc1S(=O)(=O)Cc1ccc(C(=O)NCCc2ccccc2)o1,-12%&-24%,-2%&-2%,-2%&1%,15%&0%,0%&2%,-1%,1%&0%,-0.8&-0.1,-2%&0%

Compounds listed so far containing an aryl thioether with sulfur outside any ring (3):
SMILES,Anesthetic bind,ALOX12 inh,Pol kappa inh,POLI inh,Pol beta inh,APEX1 inh,ERG-DNA inh,TRHR ag,BLM helicase inh
CC(C)C(NC(=O)c1ccccc1)c1nnc(SCC(=O)NC2CCCC2)n1C (stereo not drawn),6%,1%,-1%,-18%,71%,0%,7%,-1.1,1%
CC(Cc1nnc(SCC(=O)O)n1N)c1ccccc1 (stereo not drawn),-10%,-21%,0%,62%[activator],44%,3%,-4%,-2.3,-1%
CSc1nnc2ccc(-c3ccccn3)nn12,-3%,24%,2%,11%,28%,4%,-3%,-0.3,-4%

Following part:
SMILES,Anesthetic bind,ALOX12 inh,Pol kappa inh,POLI inh,Pol beta inh,APEX1 inh,ERG-DNA inh,TRHR ag,BLM helicase inh
Cc1cccc(Nc2nccc(N(C)C)c2C#N)c1,-5%,-5%,-9%,5%,0%,0%,-4%,-3.3,-5%
Cc1cccc(-n2ncc3c(N)ncnc32)c1,-9%,26%[57.4 µM],3%,11%,7%,-2%,-9%,-2.1,?
CCOc1ccc(CCNC(=O)CCc2nc(-c3ccc(OC)cc3)no2)cc1OCC,-4%,4%,-12%,-12%,0%,-3%,10%,-0.4,-3%
COc1ccc(-c2onc3ccc(C(C)=O)cc23)cc1,271%[activator],.,-2%,10%,21%,0%,1%,17,-6%

Source: PubChem BioAssay
